Wnt act = activates Wnt/beta-catenin signaling in a reporter cell assay; activator, plate reader; activation, % at 9.35 µM; 1.2% of 300,000 active; AID 743398; in the data active means activation above about 30%, passing the limit was not always enough;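 further: 0% = neutral control wells and 100% = positive control wells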
Tat export inh = inhibitors of E. coli Tat protein transport. 0.036% of 340,000 active. E. coli MC4100 TorA-mCherry Tat export, fluorescence. inhibition, % at 10 µM;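 active means mean replicate inhibition at least 50% and at least half of replicates individually reaching 50%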;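 further: exported cargo escapes ClpAP degradation while cytoplasmic cargo is degraded and loses fluorescence; 0% = median of neutral control wells and 100% = median of NaSCN control wells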
AddAB inh = less growth of phage-infected E. coli with AddAB; E. coli expressing H. pylori AddAB, absorbance growth; inhibition, % at 11.9 µM; 0.29% of 330,000 active; in the data active means inhibition above about 12%;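 further: 0% = vehicle wells of infected cells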
phage Ecoli inh = E. coli growth loss with phage present | growth absorbance | inhibition, % at 11.9 µM | 0.26% of 360,000 active | AID 651602; in the data active means inhibition above about 11%
CAL PDZ FP-1 = blocks peptide binding to human CAL PDZ domain; Q9HD26; purified CAL PDZ, TMR-peptide fluorescence polarization, 1 h; inhibition, % at 20 µM; 0.02% of 330,000 active; AID 504414;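 active means highest replicate inhibition of at least 40%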;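 further: plate controls were DMSO neutral control wells for no effect and unlabeled competitor peptide control wells for full effect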
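Material – purified CerCALP PDZ construct · Detection – FP readout, S and P plane fluorescence · Measure – percent inhibition from loss of millipolarization · Controls – unlabelled peptide for full inhibition, DMSO wells as neutral · Probe or stimulus – TMR-labelled reporter peptide T*-PRC34 bound in PDZ groove · Times – 1 h at RT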
SR-BI HDL uptake = mouse SR-BI HDL lipid transfer inhibition | ldlA[mSR-BI] CHO cells, DiI-HDL uptake fluorescence, 3 h | Q61009 | 0.96% of 320,000 active | inhibition, % at 12.5 µM;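 active means mean replicate inhibition of at least 70% and a set share of replicates each scoring 70 or more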;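 further: 0% = median of neutral control wells and 100% = median of positive control wells; values of inactives mirror those of a sister screen read the other way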
Target sequence (Q61009 whole entry, looked up): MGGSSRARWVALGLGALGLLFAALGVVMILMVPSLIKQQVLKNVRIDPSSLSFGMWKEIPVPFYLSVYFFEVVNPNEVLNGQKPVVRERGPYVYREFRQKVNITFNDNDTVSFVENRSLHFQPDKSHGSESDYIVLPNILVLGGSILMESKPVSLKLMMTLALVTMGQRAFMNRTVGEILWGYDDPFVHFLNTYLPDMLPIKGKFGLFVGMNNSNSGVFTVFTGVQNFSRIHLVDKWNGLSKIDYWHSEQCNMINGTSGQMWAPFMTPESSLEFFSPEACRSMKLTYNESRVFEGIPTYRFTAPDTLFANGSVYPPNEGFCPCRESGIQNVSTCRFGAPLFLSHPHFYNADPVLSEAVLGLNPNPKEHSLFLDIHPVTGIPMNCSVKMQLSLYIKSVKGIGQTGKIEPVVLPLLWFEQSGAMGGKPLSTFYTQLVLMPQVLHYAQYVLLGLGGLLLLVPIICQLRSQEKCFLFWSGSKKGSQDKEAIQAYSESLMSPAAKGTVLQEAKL
SR-BI uptake up = SR-BI HDL lipid transfer activation; activation, % at 12.5 µM; CHO ldlA[mSR-BI] cells, DiI-HDL uptake fluorescence, 3 h; 100 = double the neutral-control signal; 0.096% of 320,000 active;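 active means mean replicate activation of at least 60% and every replicate at or above 60%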;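 further: 0% = median plate neutral-control signal and 100% = twice that signal; values of inactives mirror those of a sister screen read the other way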
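System: CHO ldlA[mSR-BI] cells / Medium: HEPES-buffered (25 mM, pH 7.4) F12 plus 0.5% BSA / Probe or stimulus: labelled HDL, 10 µg/mL / Doses: single compound concentration, delivered by pin transfer / Schedule: 3 h, 37 °C / Measured by: DiI fluorescence, bottom read / Measure: cell-associated DiI fluorescence as measure of HDL uptake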
E coli growth = reduces bacterial viability in AddAB counter-screen. E. coli V3065 growth, OD600 absorbance, 18 h. inhibition, % at 11.9 µM. 0.27% of 330,000 active;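 active means inhibition above the campaign's mean inhibition across all tested compounds plus 3 SD, cut at about 9.9% in these data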;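 further: uninfected addAB+ strain grown without phage in ampicillin broth; 0% = DMSO wells and 100% = ciprofloxacin 0.95 µg/ml wells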
MITF act = increases MITF-driven TRPM1 promoter luciferase signal; SK-MEL-5 TRPM1-promoter luciferase, 24 h; % of positive control, neutral wells = 0; activation, % at 12.5 µM; 0.75% of 300,000 active;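 active means mean activation of at least 80% with every replicate also reaching 80%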;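 further: 0% = neutral control wells and 100% = parthenolide positive control wells; values of inactives mirror those of a sister screen read the other way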
CAL PDZ FP-2 = inhibitors of human CAL PDZ peptide binding | inhibition, % at 24.9 µM | 0.92% of 300,000 active | Q9HD26 | AID 602252 | purified CAL PDZ, TMR-peptide fluorescence polarization, 1 h;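 active means mean inhibition of at least 30% with at least half of replicates also reaching 30%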;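 further: 0% = DMSO neutral control and 100% = excess unlabeled competitor peptide PRC23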
* hit, by the source's call; x = no result given.

cpd	Structure	Wnt act	Tat export inh	AddAB inh	phage Ecoli inh	CAL PDZ FP-1	SR-BI HDL uptake	SR-BI uptake up	E coli growth	MITF act	CAL PDZ FP-2
1	CCCOC1CCCN(C(=O)c2cc(COc3ccc(-n4cncn4)cc3)on2)C1 (stereo not drawn)	8.8	4.5	3.2	5.0	-2.4	14.1	-14.1	2.3	18.7	-1.8
2	Cn1cccc1Cc1nnc(SCC(=O)N2CCOCC2)n1CCc1ccccc1	-2.7	2.3	2.5	2.0	0.1	-5.6	5.6	0.0	-1.1	x
3	Cc1c(C(=O)NCCSCc2ccccc2)cccc1[N+](=O)[O-]	-1.5	8.5	-1.4	2.2	-6.9	11.7	-11.7	0.7	-11.1	-1.4
4	C=CCNC(=S)NN(c1ccccc1)c1ccccc1	-0.8	2.6	-0.1	3.5	1.6	-7.5	7.5	3.2	7.9	x
5	Cn1c(=O)n(Cc2ccccc2)c(=O)c2c1nc1n2CCN1Cc1ccco1	-3.2	-0.1	2.5	2.0	-0.1	21.6	-21.6	1.8	0.9	x
6	O=C(Nc1nc(-c2ccccc2)nc2ccccc12)c1ccc(F)cc1	-4.2	3.1	0.3	4.2	-2.2	-3.3	3.3	-3.2	1.6	-2.5
7	Nc1nnn(CC(=O)N/N=C/c2cccc(Cl)c2)n1	4.4	1.8	2.2	2.6	-2.0	8.2	-8.2	3.0	x	x
8	Cc1cccc(NC(=O)c2nc[nH]c2C(=O)N(C)Cc2ccccc2)c1	3.0	2.3	-2.0	0.9	0.0	43.1	-43.1	-2.2	26.7	-0.1
9	CCCCCN(C(=O)CCC(=O)OCc1ccccc1C(F)(F)F)c1c(N)n(CCCC)c(=O)[nH]c1=O	-1.0	3.3	5.4	0.1	-0.3	33.5	-33.5	0.4	-7.1	0.6
10	CC1CCCCC12NC(=O)N(CC(=O)Nc1ccc(N3CCOCC3)cc1)C2=O (stereo not drawn)	-0.9	-5.7	-1.3	2.4	0.0	-52.9	52.9	-0.7	-2.6	2.9

Some of these compounds in order of their number in SR-BI uptake up, low to high:
cpd	SMILES	Wnt act	Tat export inh	AddAB inh	phage Ecoli inh	CAL PDZ FP-1	SR-BI HDL uptake	SR-BI uptake up	MITF act	CAL PDZ FP-2
3	Cc1c(C(=O)NCCSCc2ccccc2)cccc1[N+](=O)[O-]	-1.5	8.5	-1.4	2.2	-6.9	11.7	-11.7	-11.1	-1.4
2	Cn1cccc1Cc1nnc(SCC(=O)N2CCOCC2)n1CCc1ccccc1	-2.7	2.3	2.5	2.0	0.1	-5.6	5.6	-1.1	x
4	C=CCNC(=S)NN(c1ccccc1)c1ccccc1	-0.8	2.6	-0.1	3.5	1.6	-7.5	7.5	7.9	x

(continued)
cpd	Structure	Wnt act	Tat export inh	AddAB inh	phage Ecoli inh	CAL PDZ FP-1	SR-BI HDL uptake	SR-BI uptake up	E coli growth	MITF act	CAL PDZ FP-2
11	COc1ccc(/C=C/C(=O)N2CCNC(=O)C2)c(OC)c1	16.8	-2.8	-1.4	1.6	-2.5	2.5	-2.5	2.7	23.3	-1.9
12	O=C(Nc1ccc(Cl)cc1C(=O)Nc1ccccn1)c1ccco1	-3.1	0.1	-3.2	1.6	-4.8	66.7	-66.7	-3.3	3.6	-0.7
13	Cc1c(C(=O)OCC(=O)N(CCC#N)c2ccccc2)oc2c1ccc1ccccc12	-5.0	-7.6	-1.1	0.0	-2.1	61.7	-61.7	0.0	-2.6	-5.3
14	Cc1cc(C)cc(OCC(=O)Nc2ccc(CN3CCCCC3)cc2)c1	1.4	-0.2	1.5	-3.2	0.0	2.5	-2.5	2.2	0.3	3.4
15	CCOCCCN(C(=O)Nc1ccc(CC)cc1)C1CCN(C(C)=O)CC1	x	-1.9	-1.6	0.6	0.1	15.8	-15.8	0.2	5.6	-0.5
16	CCc1n(CC(O)COCc2ccccc2)c2ccccc2[n+]1C (stereo not drawn)	-1.3	-6.7	0.8	2.3	0.6	-15.1	15.1	2.5	9.7	-1.2
17	Cc1cc2c(cc1S(=O)(=O)Nc1ccc(F)cc1)n(C)c(=O)c(=O)n2C	-2.2	-1.4	-0.9	0.5	-1.3	-7.6	7.6	-0.6	-6.4	x
18	Cc1ccccc1NC(=O)CSc1nc2ccc(Nc3nc(N4CCOCC4)nc(N4CCOCC4)n3)cc2s1	9.6	-11.3	x	1.6	-1.9	32.8	-32.8	x	-19.0	-3.0
19	O=C(CN1C(=O)NC2(CCCC2)C1=O)NCCN1C(=O)S/C(=C\c2ccccc2F)C1=O	-2.9	16.2	1.2	1.5	-0.1	11.4	-11.4	-0.6	-1.1	x
20	CC(C)Sc1nc(N)c2c3c(sc2n1)CN(C)CC3	x	-4.2	2.8	3.0	-1.8	x	x	0.0	62.7	-0.3

Sorted by length of the SMILES (ascending): 3 of the compounds above
cpd	Structure	Wnt act	Tat export inh	AddAB inh	phage Ecoli inh	CAL PDZ FP-1	SR-BI HDL uptake	SR-BI uptake up	E coli growth	MITF act	CAL PDZ FP-2
20	CC(C)Sc1nc(N)c2c3c(sc2n1)CN(C)CC3	x	-4.2	2.8	3.0	-1.8	x	x	0.0	62.7	-0.3
11	COc1ccc(/C=C/C(=O)N2CCNC(=O)C2)c(OC)c1	16.8	-2.8	-1.4	1.6	-2.5	2.5	-2.5	2.7	23.3	-1.9
18	Cc1ccccc1NC(=O)CSc1nc2ccc(Nc3nc(N4CCOCC4)nc(N4CCOCC4)n3)cc2s1	9.6	-11.3	x	1.6	-1.9	32.8	-32.8	x	-19.0	-3.0

Next part:
cpd	Structure	Wnt act	Tat export inh	AddAB inh	phage Ecoli inh	CAL PDZ FP-1	SR-BI HDL uptake	SR-BI uptake up	E coli growth	MITF act	CAL PDZ FP-2
21	Cc1nc2c(sc3nc4c(cc32)COC(C)(C)C4)c(=O)o1	x	7.3	1.4	2.2	-0.4	-21.6	21.6	-1.1	7.9	x
22	COc1ccc(-n2nc(C(=O)NCC(=O)Nc3cc(OC)ccc3OC)c3ccccc3c2=O)cc1	-3.4	5.5	4.9	-1.8	-1.0	x	x	0.4	2.9	-3.2
23	CCCCOc1cccc(C(=O)N(Cc2ccccc2)C2CCS(=O)(=O)C2)c1 (stereo not drawn)	2.5	5.2	4.4	0.6	-1.7	-6.4	6.4	0.3	-4.4	-4.6
24	COc1cccc(OC)c1C(=O)n1nc(C)cc1C	-2.0	-0.2	2.5	0.6	-0.9	15.7	-15.7	1.0	x	-3.0
25	Nc1c(Cl)ncnc1N1CCCC1	-0.1	-1.2	1.4	2.7	-1.0	-22.3	22.3	-2.3	4.9	x
26	CC1CCCN(c2ccc(F)cc2N)C1 (stereo not drawn)	-2.8	1.4	4.3	2.7	-1.3	-8.7	8.7	-0.8	7.9	-4.6
27	COc1cc(C2C(C(C)=O)=C(O)C(=O)N2CCc2c[nH]c3ccccc23)ccc1O (stereo not drawn)	0.5	-1.7	-1.8	0.0	0.5	-28.7	28.7	-2.5	x	3.7
28	CCOC(=O)C1(Cc2cccc(F)c2)CCN(Cc2nc(CC)[nH]c2C)CC1	-0.4	-10.1	-0.6	0.9	-0.4	3.0	-3.0	-1.8	5.2	-5.1
29	Cc1ccc(-c2nn(-c3ccccn3)c(=O)c3ccccc23)cc1	-5.2	16.4	2.6	3.7	0.2	16.3	-16.3	0.6	-3.0	2.3
30	O=C(NCCc1c[nH]c2ccccc12)c1cnccn1	0.8	-3.0	2.4	1.6	-1.5	-10.4	10.4	1.6	-7.6	-3.5
31	COC(=O)CSC1=C(C#N)C(c2ccc(F)cc2)CC(=O)N1 (stereo not drawn)	-3.5	-2.0	-1.1	0.7	-1.5	5.5	-5.5	-0.5	-5.4	-5.3
32	CCOC(=O)c1c(/N=C/c2cccc(C)c2O)sc2c1CCN(C)C2	x	-2.0	0.7	x	0.1	34.6	-34.6	-1.0	-0.2	-2.5
33	O=C1c2oc3ccc(Br)cc3c(=O)c2C(c2cccc(F)c2)N1CCO (stereo not drawn)	1.2	1.3	3.2	-0.9	-2.4	x	x	1.3	3.5	3.4
34	CC1CCCCN1C(=O)Cn1cc(C=O)c2ccccc21 (stereo not drawn)	-2.0	2.3	1.6	3.7	-2.5	-12.6	12.6	3.0	-1.0	-1.5
35	Fc1ccc(Cl)cc1/C=N/n1cnnc1SCc1ccccc1	x	4.2	-0.2	1.0	-3.6	-23.2	23.2	-2.0	-8.5	-5.2
36	COc1ccc(NC(=O)NNC(=O)C(C)Oc2ccc3ccccc3c2)cc1 (stereo not drawn)	-1.0	1.4	x	2.3	-0.1	2.6	-2.6	x	-10.9	-5.1
37	COc1ccc(NS(=O)(=O)c2cccc(C(=O)NNC(=O)CNC(=O)c3cccc(C)c3)c2)cc1	-3.0	-11.1	2.1	1.5	-1.6	-8.6	8.6	2.2	-10.8	5.9
38	CC(C)(C)c1cc(NC(=O)c2c(F)cccc2Cl)n(-c2ccccc2)n1	-1.7	-6.9	1.2	2.7	-2.3	-3.8	3.8	-0.1	2.8	-4.9
39	CCCCC(c1nnnn1CC1CCCO1)N1CCN(c2ccccc2)CC1 (stereo not drawn)	-1.3	-5.3	1.1	5.7	0.3	7.1	-7.1	-0.8	x	x
40	O=S(=O)(c1ccc(Br)cc1)c1cnc2ccccc2n1	-6.0	1.4	-1.9	3.3	-1.1	-5.3	5.3	-0.4	-12.3	2.0
41	CC1=N/C(=C\c2ccc([N+](=O)[O-])cc2)C(=O)N1c1ccc(Br)c(C)c1	x	3.4	-0.5	0.6	-2.7	-4.6	4.6	-0.3	2.2	-1.5
42	CCCCN1C(=O)C(=O)c2cc(Cl)ccc21	-15.0	-2.2	1.5	3.4	0.8	-9.8	9.8	0.2	-22.4	1.2
43	COCCn1c(C)cc(C(=O)COC(=O)c2c(C)nn(Cc3ccccc3)c2C)c1C	-2.2	-0.7	-0.2	0.6	-0.3	42.2	-42.2	0.1	-7.8	-2.4
44	CCC1=Nc2cc(C(=O)NCCN3CCCC3)ccc2Sc2ccc(C)cc21	-2.6	2.1	0.7	4.2	-1.7	-15.9	15.9	-3.8	14.4	-4.1
45	COc1ccc(N(C)S(=O)(=O)c2cccc(C(=O)Nc3nc4ccccc4[nH]3)c2)cc1	-0.4	-5.5	-2.5	-1.4	-2.8	35.2	-35.2	0.2	-1.5	-4.4
46	CCCCN(C)C(=O)c1nc2ccccn2c1CN(C)Cc1csc(C)n1	-0.2	0.3	-0.2	6.2	-3.1	-10.1	10.1	0.6	5.2	0.4
47	S=C(Nc1ccc(Nc2ccccc2)cc1)Nc1ccccn1	-0.8	8.8	-1.2	3.3	-0.1	26.1	-26.1	2.9	-0.1	-6.9
48	COc1cc(C(=O)NCC(c2cccs2)N(C)C)cc(Cl)c1OC(C)C (stereo not drawn)	-1.7	-7.3	3.5	1.3	-1.8	37.6	-37.6	-2.5	4.0	6.8
49	COc1ccc(CC(=O)N2CCc3cc(OC)c(OC)cc3C2)cc1	-1.5	-0.1	1.5	-1.7	0.5	2.8	-2.8	0.3	-11.4	-1.7
